Luc counter – blocks Kinase-Glo luciferase, a counter-screen artifact; Q27757; Kinase-Glo luciferase, ATP luminescence, 8 min; Potency, µM (doses to about 38.3 µM), for inactives: at the highest dose activity change, negative = inhibition, most hits filed as inhibitors; 0.28% of 200,000 active; AID 1379; note: potency is the fitted concentration of half-maximal effect; % is set by controls: 0 for no effect and ±100 for the full control effect; nearly all actives have a fitted effect of over 60% in size
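Inhibition of Kinase-Glo luciferase light generation was assessed at 10 uM ATP in pH 7.2 imidazole buffer, with luminescence measured after eight minutes at ambient temperature.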
IMPase Li cell – membrane-permeable IMPase blocker, potentiated with lithium; CHO-M1 cells, IP1 TR-FRET (IP-One), carbachol + lithium; Potency, µM (highest dose often 59.4 µM), for the others: at the top dose activity, negative = IMPase inhibition, usual class: inhibitors; 0.35% of 210,000 active;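 note: IP1 builds up when IMPase is blocked and the TR-FRET signal falls; potency is the fitted concentration of half-maximal effect; plate controls were basal vehicle for no effect and high inhibitor control for full effect; nearly all actives have a fitted effect of over 50% in size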
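CHO cells stably expressing M1 receptor (2000/well) were cultured 16–30 h, then exposed to compounds with a small lithium addition for 30 min at 37C. IP1 was measured by TR-FRET competition; AC50 from Hill fits.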
Epigenetic reg – regulators of epigenetic silencing causing reporter derepression in mouse cells | 0.2% of 280,000 active | murine LDR cells, GFP reporter derepression, 30 h | Potency, µM (doses to about 53.9 µM), inactives show top-dose GFP activation, most hits filed as activators | AID 1865; note: potency is the fitted concentration of half-maximal effect; % of control where 0% means no effect; nearly all actives have a fitted effect of over 60% in size
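Derepression of a silenced CMV-GFP reporter in murine LDR cells is scored by enumerating GFP-positive cells with a laser-scanning microplate cytometer after 30 hours of treatment at 37 C.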
HttQ103 aggreg – mutant huntingtin aggregation inhibition; PC12 HttQ103-GFP aggregates, Acumen cytometry, 40 h; Potency, µM (series often up to 46.1 µM), for the others: top-dose activity change, negative = inhibition, hits mostly inhibitors; 1.1% of 220,000 active; AID 1688; note: potency is the fitted concentration of half-maximal effect; % is set by controls: 0 for no effect and ±100 for the full control effect; nearly all actives have a fitted effect of over 60% in size
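Huntingtin Q103 exon 1–GFP aggregates in induced PC12 cells (100 nM tebufenozide) were quantified by cytometry from lysates, with compounds dosed in titration.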
L3MBTL1 inh – inhibitors of human L3MBTL1. 0.66% of 230,000 active. AlphaScreen L3MBTL1–H3K9me1 peptide binding. Q9Y468. AID 485360. Potency, µM (doses to about 57.1 µM), without a hit: at the highest dose activity, negative = inhibition, most hits filed as inhibitors; note: potency is the fitted concentration of half-maximal effect; % is set by controls: 0 for no effect and ±100 for the full control effect; nearly all actives have a fitted effect of over 60% in size
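L3MBTL1 (50 nM) pre-complexed 30 min with biotinylated H3(1-15)K9me1 peptide (75 nM), then compounds added for 30 min at room temperature; AlphaScreen streptavidin donor/nickel chelate acceptor beads (10 ug/mL final) read after 30 min dark incubation.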
NPSR antag – neuropeptide S receptor (human) antagonism, cAMP | Q6W5P4 | CHO-NPSR cells, cAMP TR-FRET, antagonist mode | Potency, µM (highest dose often 38.3 µM), for inactives: at the top dose activity change, negative = inhibition, hits mostly inhibitors | 1% of 220,000 active | AID 1461; note: potency is the fitted concentration of half-maximal effect; % is set by controls: 0 for no effect and ±100 for the full control effect; nearly all actives have a fitted effect of over 50% in size; many of its hits are not listed in these tables
Target sequence (Q6W5P4 whole entry, looked up): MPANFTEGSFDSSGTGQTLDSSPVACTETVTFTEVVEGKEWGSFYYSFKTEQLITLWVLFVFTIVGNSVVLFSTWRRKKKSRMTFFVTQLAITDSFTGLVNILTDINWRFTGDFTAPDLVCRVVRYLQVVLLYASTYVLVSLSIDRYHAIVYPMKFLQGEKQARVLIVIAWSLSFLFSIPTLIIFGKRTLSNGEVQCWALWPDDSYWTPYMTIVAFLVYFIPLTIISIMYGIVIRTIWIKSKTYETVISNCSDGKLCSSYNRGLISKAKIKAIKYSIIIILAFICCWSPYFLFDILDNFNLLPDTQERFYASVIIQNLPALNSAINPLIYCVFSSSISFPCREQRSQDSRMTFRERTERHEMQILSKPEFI
CBFb RUNX1 block – CBF-beta/RUNX1 interaction disruption. AlphaScreen CBFb-His/RUNX1-biotin binding, biochemical. Potency, µM (titrated, usually from 59.8 µM), for inactives: top-dose activity, negative = inhibition, hits mostly inhibitors. Q01196+Q13951. 230,000 tested, under 10 active; note: % of control where 0% means no effect
Target sequence (Q01196 whole entry, looked up): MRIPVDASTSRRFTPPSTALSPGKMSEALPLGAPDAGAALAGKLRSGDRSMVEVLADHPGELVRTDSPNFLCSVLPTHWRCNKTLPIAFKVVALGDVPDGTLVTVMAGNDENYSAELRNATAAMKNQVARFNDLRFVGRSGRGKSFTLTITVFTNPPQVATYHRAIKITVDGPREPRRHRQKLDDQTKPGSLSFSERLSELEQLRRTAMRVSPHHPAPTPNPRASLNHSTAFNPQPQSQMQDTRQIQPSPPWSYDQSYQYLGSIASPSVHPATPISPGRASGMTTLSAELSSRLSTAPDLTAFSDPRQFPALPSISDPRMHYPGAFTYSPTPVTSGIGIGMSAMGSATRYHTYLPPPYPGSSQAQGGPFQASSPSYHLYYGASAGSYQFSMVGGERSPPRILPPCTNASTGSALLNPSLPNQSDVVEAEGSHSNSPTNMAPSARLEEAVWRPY
Target sequence (Q13951 whole entry, looked up): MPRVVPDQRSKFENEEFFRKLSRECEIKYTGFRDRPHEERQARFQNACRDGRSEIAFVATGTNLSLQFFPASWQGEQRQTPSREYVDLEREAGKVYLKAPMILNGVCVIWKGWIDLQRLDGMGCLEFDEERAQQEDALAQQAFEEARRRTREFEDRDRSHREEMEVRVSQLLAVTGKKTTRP
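AlphaScreen proximity signal reports loss of binding between His-tagged CBF-beta and biotin-labelled RUNX1, each at 30 nM. Proteins are pre-associated for 20 minutes, compounds added for 15 minutes, then beads for 90 minutes, all at ambient temperature.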
Numbers without * were called inactive; ? = inconclusive; / = no result given; [ ] = another dose, or the depositor's remark. Calls come from the whole dose curve; as a rule, active = well fitted curve in the direction sought with a large enough effect; inconclusive = small, poorly fitted or top-dose-only effect, or another doubt; inactive = no such curve, though single readings can be large; an effect the other way counts as inactive or inconclusive.

SMILES | Luc counter | IMPase Li cell | Epigenetic reg | HttQ103 aggreg | L3MBTL1 inh | NPSR antag | CBFb RUNX1 block
CCOC(=O)NC(=O)CN1C(=O)NC(C)(c2ccccc2)C1=O (stereo unspecified) | -3% | -20%[38.3 µM] | -0.7% | -5% | 14% | 1%[46.1 µM] | 0%
O=C1Nc2ccccc2C(=O)C1(Cl)Cc1ccccc1 (stereo unspecified) | 3% | 6%[38.3 µM] | 1.3% | -2% | 9% | -6%[46.1 µM] | -2%
O=[N+]([O-])c1ccc(N2CCN(S(=O)(=O)c3ccc(Cl)c(Cl)c3)CC2)cc1NCCN1CCOCC1 | 4% | -2% | 9.8% | 9% | -5% | -17% | 1%
O=C(N/N=C/c1ccc(Br)cc1)c1ccccc1-n1cccc1 | -4% | 12%[38.3 µM] | 0.0% | 13% | -4% | -14%[46.1 µM] | -15%
CC(=O)N1CCc2cc(S(=O)(=O)CCC(=O)Nc3cccc(F)c3)ccc21 | -1% | 0% | -2.0% | 14% | -7% | 0%[46.1 µM] | 3%
Cc1ccc(C(=O)Nc2ncnc3sc4c(c23)CCCCC4)cc1 | -1% | 35%[activator][38.3 µM] | 7.7% | -9% | / | -27%[46.1 µM] | 0%
CC(C)(C)c1ccccc1OCCOCCSc1ncccn1 | 0% | 31%[38.3 µM] | -0.8% | ? | / | ? | ?
CCCCC(CC)C(=O)Nc1ccc(C#N)cc1 (stereo unspecified) | -5% | 45%[activator][38.3 µM] | -2.4% | -2% | / | -10%[46.1 µM] | 3%
S=C(NCCOCCOCCNC(=S)Nc1ccccc1)Nc1ccccc1 | -2% | 2% | -4.2% | -8% | 37%[activator] | 5% | -1%
COC(=O)C1CCN(S(=O)(=O)c2cn(C)c(=O)n(C)c2=O)CC1 | 2% | 31%[38.3 µM] | -0.8% | -8% | 10% | 15%[46.1 µM] | 1%
COCCN1C(=O)C(O)=C(C(=O)c2ccco2)C1c1cccc(Oc2ccccc2)c1 (stereo unspecified) | / | / | 4.1% | 3% | -4% | -5%[46.1 µM] | 0%
O=C(Nc1cc(NC(=O)c2ccccc2)c(C(=O)O)cc1C(=O)O)c1ccccc1 | -1% | -11% | 1.3% | / | / | / | ?
O=C(Cn1c2ccccc2c2nc3n(c(=O)c21)CCS3)Nc1ccccc1C(F)(F)F | 0% | -11% | 3.7% | 19% | / | -4% | 1%
CCN(CC)CCCNC(=S)N1CCn2c(nc3ccccc32)C1 | -4% | 20% | -0.9% | -16% | 5% | 24% | 11%
COc1ccc(OCc2n[nH]c(=S)n2-c2ccc(C)cc2)cc1 | -3% | 8% | 1.1% | 1%[9.22 µM] | -12% | -31% | 3%
CCOC(=O)CCc1n[nH]c(=O)[nH]c1=O | -1% | 13%[38.3 µM] | -1.0% | -4% | / | -5%[46.1 µM] | -1%
CCC(C)C(NC(=O)OCc1ccccc1)C(=O)NC(Cc1ccc(O)cc1)C(=O)OC (stereo unspecified) | -3% | 30%[activator] | -0.1% | -20%[9.22 µM] | -13% | -7% | -1%
NNC(=O)COc1cccc(C(F)(F)F)c1 | 5% | 1% | -1.4% | 8% | 6% | 11% | -7%
O=C(Nc1cnc2ccccn2c1=O)c1ccc(Cl)cc1Cl | ? | 5% | 0.0% | 20% | 11% | 6% | 2%
O=C(NCn1ccc(=O)[nH]c1=S)c1ccccc1 | -1% | 8%[38.3 µM] | 0.7% | -15% | 5% | 4%[46.1 µM] | -7%
COc1ccccc1NS(=O)(=O)c1cc(NC(=O)C2CCCC2)ccc1N1CCOCC1 | 1% | 7% | -1.5% | ? | -8% | -40% | 8%
COc1cccc(OCC(=O)NC2CCCCC2)c1 | -2% | -11%[38.3 µM] | -1.4% | -4% | -1% | 3%[46.1 µM] | -2%
COc1cnc(N(C)C)nc1Sc1ccc(Cl)cc1 | -7% | 7%[38.3 µM] | 2.5% | 0% | 4% | -20%[46.1 µM] | 15%
CCNc1nc(NC(C)C)nc(OCCNS(=O)(=O)c2cc(C)ccc2C)n1 | -4% | -8%[38.3 µM] | 1.8% | 2% | 2% | -22%[46.1 µM] | 6%
COc1ccc(N(CC(=O)N2CCN(c3ccccc3)CC2)S(=O)(=O)c2c(C)noc2C)cc1 | -1% | 10%[38.3 µM] | 0.0% | -14% | -6% | -18%[46.1 µM] | -3%
The results go on.
SMILES | Luc counter | IMPase Li cell | Epigenetic reg | HttQ103 aggreg | L3MBTL1 inh | NPSR antag | CBFb RUNX1 block
O=C(Nc1ccccc1Oc1ccccc1)c1cnccn1 | -2% | 9%[38.3 µM] | 1.1% | -13% | 11% | -16%[46.1 µM] | 12%
N[C@@H](Cc1cnc[nH]1)C(=O)O | -3% | 5% | -0.2% | 13% | / | -12%[46.1 µM] | 0%
COC(=O)c1nn(-c2nc(-c3cccc(OC)c3)cc(C(F)(F)F)n2)cc1[N+](=O)[O-] | 4% | -6% | 4.9% | 8% | / | -9% | -8%
Cc1ccc(S(=O)(=O)c2c(N)n(/N=C/c3ccco3)c3nc4ccccc4nc23)cc1C | 4% | -31%[38.3 µM] | 2.4% | -10% | ? | ? | 0%
Cc1cc(-c2c(C(=O)N3CCOCC3)c(C)nn2-c2cccc(C(F)(F)F)c2)no1 | / | / | 6.9% | 34%[9.22 µM] | 5% | -16% | 0%
COc1ccc(/C=C(\C#N)C(=O)Nc2cc(S(=O)(=O)N3CCCCC3)ccc2N2CCCCC2)cc1 | 1% | 1% | 0.0% | -15% | -9% | -3% | 4%
CCOC(=O)c1c(C)c(C(=O)NCc2ccc3c(c2)OCO3)c(C)n1C | 3% | 0%[38.3 µM] | 1.5% | -2% | 0% | -4%[46.1 µM] | -2%
COc1ccc(C(CC(=O)Nc2cc([N+](=O)[O-])ccc2OC)c2ccccc2)cc1 (stereo unspecified) | -1% | 12% | 0.0% | -5% | -6% | -21% | -10%
COc1ccccc1CNC(=O)[C@@H]1CCCN1S(=O)(=O)c1ccc(C)cc1 | 0% | 4% | -0.2% | -10% | 2% | -2% | -3%
CCCc1nnc(NC(=O)c2ccncc2)s1 | 0% | -11%[38.3 µM] | 0.9% | -5% | 5% | -14%[46.1 µM] | 5%
c1ccc2c(C3=NNC(=NC4CCCCC4)SC3)c[nH]c2c1 | 2% | 20% | 1.0% | ? | 0% | -4% | -2%
CC(=O)c1c(C)oc2ccc(NS(=O)(=O)c3cccs3)cc12 | -6% | 18% | -7.5% | 38%[9.22 µM] | -4% | 4% | 14%
O=C1CSC(c2cccc([N+](=O)[O-])c2)N1c1ccccc1F (stereo unspecified) | 1% | 2% | -6.1% | 0% | / | -4% | -8%
COCCn1c(C)cc(C(=O)CN2CCCCC2)c1C | 0% | -4% | 1.3% | -15% | / | 10% | -2%
COc1ccc(N(CC(=O)N/N=C/c2ccco2)S(=O)(=O)c2ccccc2)cc1Cl | / | / | 1.6% | -1%[9.22 µM] | -26% | 18% | -7%
O=C(c1cnn2c(C(F)(F)F)cc(-c3ccc(Br)cc3)nc12)N1CCOCC1 | 2% | -17%[38.3 µM] | -3.1% | 27% | 1% | -24%[46.1 µM] | 0%
CCCCC(=O)Nc1nnnn1CCC | -2% | -3% | 1.1% | -2% | 1% | 8% | 5%
Cc1cccc2cc(CN(Cc3ccco3)C(=O)c3cccs3)c(=O)[nH]c12 | -2% | 22%[38.3 µM] | 0.0% | -8% | 3%[11.4 µM] | -28%[46.1 µM] | 2%
O=C(c1ccccc1)c1ccc2c(c1)OCCOCCOCCO2 | / | / | -2.4% | 7%[9.22 µM] | -14% | ? | -8%
Cc1nn(C)c(Cl)c1CN1CCN(CCC(C)C)C(CCO)C1 (stereo unspecified) | / | / | 2.6% | 9%[9.22 µM] | 3% | 41% | 13%
CN(C)S(=O)(=O)c1ccc(S(=O)(=O)N2CCCC2)cc1 | -1% | 30%[38.3 µM] | 0.8% | 4% | / | 1%[46.1 µM] | 2%
Nc1nc(O)c(CC(=O)O)s1 | / | / | 0.0% | 4%[9.22 µM] | 5% | -23% | 12%
Cc1ccccc1N1C(=O)CSC1=C(C#N)C#N | -9% | -1% | -6.7% | 13% | ? | 22% | -4%
COc1ccc(-c2cc(OC)c3ccccc3n2)cc1 | 1% | 6% | -0.9% | ? | 10% | -19% | -3%
CN(C)/C=C1\C(=O)NN=C1c1ccccc1 | -2% | -2% | -0.1% | 8% | 20% | 4% | 2%

Six entries already listed, sorted by molar mass, highest first:
SMILES | Luc counter | IMPase Li cell | Epigenetic reg | HttQ103 aggreg | L3MBTL1 inh | NPSR antag | CBFb RUNX1 block
Cc1ccc(S(=O)(=O)c2c(N)n(/N=C/c3ccco3)c3nc4ccccc4nc23)cc1C | 4% | -31%[38.3 µM] | 2.4% | -10% | ? | ? | 0%
COc1ccccc1CNC(=O)[C@@H]1CCCN1S(=O)(=O)c1ccc(C)cc1 | 0% | 4% | -0.2% | -10% | 2% | -2% | -3%
Cc1cccc2cc(CN(Cc3ccco3)C(=O)c3cccs3)c(=O)[nH]c12 | -2% | 22%[38.3 µM] | 0.0% | -8% | 3%[11.4 µM] | -28%[46.1 µM] | 2%
CN(C)S(=O)(=O)c1ccc(S(=O)(=O)N2CCCC2)cc1 | -1% | 30%[38.3 µM] | 0.8% | 4% | / | 1%[46.1 µM] | 2%
Cc1ccccc1N1C(=O)CSC1=C(C#N)C#N | -9% | -1% | -6.7% | 13% | ? | 22% | -4%
Nc1nc(O)c(CC(=O)O)s1 | / | / | 0.0% | 4%[9.22 µM] | 5% | -23% | 12%

(list continues)
SMILES | Luc counter | IMPase Li cell | Epigenetic reg | HttQ103 aggreg | L3MBTL1 inh | NPSR antag | CBFb RUNX1 block
Nc1cc(=O)[nH]c(SCC(=O)N2CCCc3ccccc32)n1 | 0% | 2% | 0.0% | 7% | 5% | 10%[46.1 µM] | 4%
CCN(CC)CCn1c(NCc2ccc(OC)cc2)nc2ccccc21 | 0% | 5%[38.3 µM] | 0.8% | -3% | / | -1%[46.1 µM] | -5%
Cc1[nH]c(=O)[nH]c1C(=O)CCCCC(=O)O | 2% | -5% | -1.1% | -23% | 0.35µM* | 17% | /
COc1cccc(/C=c2/s/c(=C(\C#N)C(=O)N3CCOCC3)n(-c3ccccc3)c2=O)c1 | -5% | -29%[38.3 µM] | 12% | -7% | -5% | -25%[46.1 µM] | 6%
CCOC(=O)N1CCC(NC(=O)C2CCN(C(=O)N3CC(C)Oc4ccccc43)CC2)CC1 (stereo unspecified) | 0% | 1%[38.3 µM] | 0.0% | 10% | / | 1%[46.1 µM] | 1%
COCCNC(=O)c1ccc(CS(=O)(=O)c2c(Cl)cccc2Cl)o1 | 1% | 3% | -1.0% | -15% | -1% | 20%[46.1 µM] | 0%
O=C(NCc1ccccc1)C1=C[C@@H](c2coc3ccccc3c2=O)C[C@@H](OCCCCO)O1 | / | 3% | -2.9% | 28%[9.22 µM] | ? | -9% | 15%
CCOCC(=O)Nc1cc(C(=O)NCCC(C)C)ccc1Cl | -2% | -4% | 1.0% | 17%[9.22 µM] | 7% | -10% | -1%

An excerpt; rates above refer to the full screens.
